Abeta yeast res: A-beta toxicity reversal in yeast; yeast expressing A-beta42, growth rescue, OD600, 48 h; response scale: 0% DMSO, 100% iron-clioquinol control; Potency, µM (highest dose often 46.1 µM), for the others: at the top dose growth rescue, actives largely listed as activators; hit rate 0.063% among 410,000; also: potency is read from the fitted curve at half-maximal effect; nearly all actives have a fitted effect of over 55% in size
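Yeast A-beta toxicity model in growth medium with pinned compounds, 48 h at 30 C; growth read as absorbance at 600 nm. Normalized to FeCl3/clioquinol equimolar mix (positive) and DMSO (negative).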
FUS suppressor: FUS proteinopathy suppression in yeast | S. cerevisiae FUS-expressing, growth rescue, OD600, 24 h | Potency, µM (doses to about 76.6 µM), inactives show at the highest dose growth rescue (activation), most hits filed as activators | hit rate 0.24% among 390,000;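 also: potency is read from the fitted curve at half-maximal effect; plate controls were DMSO vehicle for no effect and reference control for full effect; nearly all actives have a fitted effect of over 55% in size; some results filed as inactive show a strong effect at the top dose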
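Galactose (2%) drives FUS expression in yeast precultured in raffinose; seeding density OD 0.005. Test compounds incubated 24hr at 30C and 99% humidity before absorbance at 600 nm was measured.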
GLP1R ag: agonists of human GLP-1 receptor; P43220; HEK293 GLP-1R CRE-luciferase, luminescence, 4-6 h; cells express a hypersensitive GLP-1R form; Potency, µM (series often up to 45.6 µM), for the others: top-dose activation, usual class: activators; hit rate 0.007% among 380,000; AID 624172; also: potency is read from the fitted curve at half-maximal effect; % of control where 0% means no effect
DRD3 antagonist: antagonists of human D3 dopamine receptor; P35462; D3R cells, DiscoveRx beta-arrestin luminescence, antagonist mode; hits give low values; max response, negative = inhibition, %; hit rate 2.5% among 360,000; AID 652054; in the data active = max response below about -50%; inconclusive = no clear call, values can overlap the other calls; also: % is scaled to controls: 0 for no effect and ±100 for the full control effect; mostly tested at two doses, the higher about 12 µM
Target sequence (P35462 whole entry, looked up): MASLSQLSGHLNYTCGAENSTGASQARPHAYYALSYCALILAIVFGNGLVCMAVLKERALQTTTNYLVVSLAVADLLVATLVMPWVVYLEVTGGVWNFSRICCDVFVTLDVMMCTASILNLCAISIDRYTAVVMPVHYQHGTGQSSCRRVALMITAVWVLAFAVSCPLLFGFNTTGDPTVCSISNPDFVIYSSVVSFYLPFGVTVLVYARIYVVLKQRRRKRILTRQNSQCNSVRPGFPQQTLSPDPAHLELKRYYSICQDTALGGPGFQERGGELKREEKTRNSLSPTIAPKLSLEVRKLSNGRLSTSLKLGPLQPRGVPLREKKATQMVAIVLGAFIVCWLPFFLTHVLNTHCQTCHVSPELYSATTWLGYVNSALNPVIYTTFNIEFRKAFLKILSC
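Cells plated overnight at 1500 cells/well, then exposed to library compounds with dopamine controls for 90 minutes at 37 degrees C. DiscoveRx reagent added for 30–60 minutes at room temperature; luminescence read, quantitative HTS format.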
pAkt inh: Akt phosphorylation inhibition; activity change, % for hits at 50 µM; hit rate 0.32% among 360,000; Neuro2A IGF-stimulated pAkt S473 HTRF, 20 min; hits give low values; AID 651550; in the data active = activity change below about -80%; inconclusive = mostly about -51% to -80%; also: % is scaled to controls: 0 for no effect and ±100 for the full control effect
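Neuro2A cells (4,500/well, DMEM with 0.5% FBS) were treated with compound at a single 50 µM final concentration, stimulated with 6 nM IGF for 20 min at 37 °C, and lysed. Phospho-Akt Ser473 was read by HTRF as 665/615 ratio ×10^4.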
GLP-1R inv ag: GLP-1 receptor (human) inverse agonism | P43220 | hit rate 1.6% among 410,000 | Potency, µM (doses to about 38.3 µM), for the others: at the top dose activity change, negative = inhibition, most hits filed as inhibitors | AID 624417 | HEK293 GLP-1R CRE-luciferase, luminescence, 24 h; GLP-1R form is constitutively active; also: potency is read from the fitted curve at half-maximal effect; % is scaled to controls: 0 for no effect and ±100 for the full control effect; nearly all actives have a fitted effect of over 55% in size
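GLP-1R inverse agonism mode: basal reporter luminescence in engineered HEK293 cells measured after one day of compound exposure at 37 deg C, with a 12 min room-temperature detection step.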
TDP43 rescue: TDP-43 toxicity inhibition in yeast; TDP-43 expressing yeast growth rescue, BacTiter-Glo, 24 h; Potency, µM (doses to about 46.1 µM), for inactives: at the highest dose growth rescue (activation), hits mostly activators; hit rate 1.8% among 410,000; AID 652104; also: potency is read from the fitted curve at half-maximal effect; % of control where 0% means no effect; nearly all actives have a fitted effect of over 50% in size
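Growth rescue of TDP-43-toxic yeast measured as ATP luminescence (BacTiter-Glo). Cells grown to mid-log in raffinose, induced in galactose at OD600=0.02, exposed to compound 24 hr at 30 deg C.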
PTHR1 agonist: activates the human parathyroid hormone receptor PTHR1; Q03431; HEK293 GP2 PTHR1 cells, GloSensor cAMP luminescence, 1 h; Potency, µM (top dose mostly 115 µM), for inactives: at the top dose activation, usual class: activators; hit rate 0.075% among 410,000; AID 743266; also: potency is read from the fitted curve at half-maximal effect; nearly all actives have a fitted effect of over 55% in size; some results filed as inactive show a strong effect at the top dose; inactives centre near -15; many of its hits are not listed in these tables
Target sequence (Q03431 whole entry, looked up): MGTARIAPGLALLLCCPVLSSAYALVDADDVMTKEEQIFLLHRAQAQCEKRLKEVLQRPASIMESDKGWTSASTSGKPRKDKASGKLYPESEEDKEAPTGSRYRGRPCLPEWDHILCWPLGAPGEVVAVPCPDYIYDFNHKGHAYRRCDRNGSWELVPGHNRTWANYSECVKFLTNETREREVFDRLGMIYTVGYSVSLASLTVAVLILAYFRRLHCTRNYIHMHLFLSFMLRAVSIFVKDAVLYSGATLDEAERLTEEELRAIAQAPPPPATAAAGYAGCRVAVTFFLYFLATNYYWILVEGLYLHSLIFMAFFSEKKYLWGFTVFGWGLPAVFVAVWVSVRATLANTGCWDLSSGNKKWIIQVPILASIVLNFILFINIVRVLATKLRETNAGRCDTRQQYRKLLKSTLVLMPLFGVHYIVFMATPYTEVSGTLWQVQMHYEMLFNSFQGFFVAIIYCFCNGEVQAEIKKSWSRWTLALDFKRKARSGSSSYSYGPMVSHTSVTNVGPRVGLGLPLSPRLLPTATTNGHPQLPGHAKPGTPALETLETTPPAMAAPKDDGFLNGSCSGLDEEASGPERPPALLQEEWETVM
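HEK-293-derived GP2 cells expressing PTHR1 and a GloSensor cAMP reporter, 3,000/well, plated overnight, given luciferin plus IBMX (each 0.5 mM as added) for 1 h at 37 °C, then compound for 1 h at 37 °C. Luminescence was read after 15 min at room temperature.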
aSyn yeast inh: alpha-synuclein toxicity inhibition in yeast. Yeast expressing alpha-synuclein, growth rescue, BacTiter-Glo, 24 h. Potency, µM (titrated, usually from 46.1 µM), for the others: at the top dose growth rescue (activation), actives largely listed as activators. hit rate 0.14% among 370,000. AID 652106; also: potency is read from the fitted curve at half-maximal effect; % of control where 0% means no effect; nearly all actives have a fitted effect of over 65% in size
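Readout is rescue of growth in alpha-synuclein-expressing yeast, so inhibitors of toxicity appear as activators. Growth after 24 hr at 30 deg C in galactose medium is quantified by luminescence.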
Numbers without * were called inactive; i = inactive; ? = inconclusive; · = no result given; [ ] = another dose, or the depositor's remark. Unless noted, calls follow the shape of the dose curve; as a rule, active = well fitted curve in the direction sought with a large enough effect; inconclusive = small, poorly fitted or top-dose-only effect, or another doubt; inactive = no such curve, though single readings can be large; an effect the other way counts as inactive or inconclusive.

SMILES	Abeta yeast res	FUS suppressor	GLP1R ag	DRD3 antagonist	pAkt inh	GLP-1R inv ag	TDP43 rescue	PTHR1 agonist	aSyn yeast inh
CCOC(=O)CCn1nc(C)c2c(C)n(-c3ccccc3)nc2c1=O	-5%	-9%	·	·	·	11%	-1%	0%	·
CCOCC(=O)NC1CCc2cc(OC)c(OC)c(OC)c2-c2ccc(SC)c(=O)cc21 (stereo not given)	0%	·	0%	-21	i	-44%	-4%	3%	0%
CCc1nc2ccc(C(=O)NCCc3ccco3)cc2nc1CC	-8%	7%	22%	11	i	-3%	?	i	4%
COc1cccc(N2CCN(c3ncnc4c3[nH]c3ccc(F)cc34)CC2C)c1 (stereo not given)	-30%[inhibitor]	?	-54%[inhibitor]	-23	·	?	?	-21%[57.5 µM]	-17%
Cc1ccccc1CSCCNC(=O)Nc1ccccc1	-11%	-3%	-4%	-7	i	?	-14%	-61%[inhibitor]	0%
Cc1[nH]n(CCC#N)c(=O)c1CC(=O)N1CCN(c2ccccc2)CC1	-16%	15%	-4%	10	i	1%	-3%	i	1%
CCc1cc(-c2ccc3c(c2)COc2c4ccccc4nn2-3)on1	-12%	-7%	-1%	53	i	?	6%	-48%[inhibitor]	-1%
O=C(CCCl)Nc1nc2c(s1)CCc1ccccc1-2	-16%	7%	?	-20	i	?	22µM*	-25%	15%
O=S1(=O)CC(O)C(NCc2cccnc2)C1 (stereo not given)	-16%	42%	-1%	-26	i	-4%	-18%	i	-4%
O=[N+]([O-])c1ccc2nc(C3CCCCC3)[nH]c2c1	2%	3%	1%	14	i	-22%	?	-23%	8%
CCCCCOC(=O)C1=C(C)NC(=O)NC1c1ccc(OC)cc1 (stereo not given)	4%	20%	2%	18	i	-4%	-5%	i	0%
CCC(Sc1nncn1C)C(=O)Nc1cc(C)on1 (stereo not given)	5%	-5%	7%	28	i	3%	0%	i	1%
O=C(CC1C(=O)NCCN1Cc1cccc(F)c1)NC1CCC1 (stereo not given)	9%	21%	0%	1	i	-12%	-3%	?	-3%
Nc1nncn1C(=O)CCCOc1ccc(Cl)cc1Cl	3%	15%	-5%	13	i	0%	?	-3%[57.5 µM]	8%
Cn1c(Cn2cnc([N+](=O)[O-])n2)nnc1SCC(=O)Nc1cccc(Cl)c1	-4%	13%	4%	3	i	4%	0%	-6%	0%
O=C(Cc1ccccc1)Nc1cccnc1	-6%	0%	0%	9	i	18%	-4%	i	-6%
CC(=O)N1CCc2nc3ccccc3cc21	-5%	-14%	5%	7	i	3%	23%	i	0%
CCCCNC(=O)CSc1nnc(-c2c[nH]c3ccccc23)n1CC1CCCO1 (stereo not given)	-14%	19%	-2%	24	·	9%	-11%	i	-1%
Cc1cccc(Oc2coc3cc(O)ccc3c2=O)c1	?	-30%	2%	18	i	14%	-6%	i	-20%
CCOC1=C2[C@H](c3ccc(CC)cc3)N(S(=O)(=O)c3ccc(C)cc3)C[C@H]2C(C#N)(C#N)C(C#N)(C#N)C1	-24%	44%	-1%	4	i	-1%	?	-17%	-14%

Shown with two lines to a compound: part of the list above.
Values run as follows: Abeta yeast res, FUS suppressor, GLP1R ag, DRD3 antagonist, pAkt inh, GLP-1R inv ag, TDP43 rescue, PTHR1 agonist, aSyn yeast inh
> CCOC(=O)CCn1nc(C)c2c(C)n(-c3ccccc3)nc2c1=O
 : -5%, -9%, ·, ·, ·, 11%, -1%, 0%, ·
> CCOCC(=O)NC1CCc2cc(OC)c(OC)c(OC)c2-c2ccc(SC)c(=O)cc21 (stereo not given)
 : 0%, ·, 0%, -21, i, -44%, -4%, 3%, 0%
> CCc1nc2ccc(C(=O)NCCc3ccco3)cc2nc1CC
 : -8%, 7%, 22%, 11, i, -3%, ?, i, 4%
> COc1cccc(N2CCN(c3ncnc4c3[nH]c3ccc(F)cc34)CC2C)c1 (stereo not given)
 : -30%[inhibitor], ?, -54%[inhibitor], -23, ·, ?, ?, -21%[57.5 µM], -17%
> Cc1ccccc1CSCCNC(=O)Nc1ccccc1
 : -11%, -3%, -4%, -7, i, ?, -14%, -61%[inhibitor], 0%
> Cc1[nH]n(CCC#N)c(=O)c1CC(=O)N1CCN(c2ccccc2)CC1
 : -16%, 15%, -4%, 10, i, 1%, -3%, i, 1%
> CCc1cc(-c2ccc3c(c2)COc2c4ccccc4nn2-3)on1
 : -12%, -7%, -1%, 53, i, ?, 6%, -48%[inhibitor], -1%
> O=C(CCCl)Nc1nc2c(s1)CCc1ccccc1-2
 : -16%, 7%, ?, -20, i, ?, 22µM*, -25%, 15%
> O=S1(=O)CC(O)C(NCc2cccnc2)C1 (stereo not given)
 : -16%, 42%, -1%, -26, i, -4%, -18%, i, -4%
> O=[N+]([O-])c1ccc2nc(C3CCCCC3)[nH]c2c1
 : 2%, 3%, 1%, 14, i, -22%, ?, -23%, 8%

Additional compounds follow:
SMILES	Abeta yeast res	FUS suppressor	GLP1R ag	DRD3 antagonist	pAkt inh	GLP-1R inv ag	TDP43 rescue	PTHR1 agonist	aSyn yeast inh
Cn1cc(Cl)c(-c2n[nH]c(=S)n2-c2ccc(F)cc2)n1	17%	·	0%	14	i	15%	27%	7%	1%
O=C(CSc1nnc(Cc2ccccc2)n1-c1ccccc1)NNC(=O)Cc1ccccc1	-12%	30%	3%	12	i	0%	-21%	-6%[57.5 µM]	0%
O=C(CCNS(=O)(=O)c1cccc2nsnc12)N1CCc2ccccc21	2%	-18%	4%	?	i	11%	-14%	-17%	-5%
N#Cc1cc2c(nc1SCC(=O)Nc1sc3c(c1C#N)CCC3)CCCCC2	-5%	8%	-10%	5	i	-6%	-12%	-2%[57.5 µM]	4%
C#CCOCCOCCOCCNc1nc(N2CCOCC2)nc(N2CCN(C(=O)[C@H](C)n3cc(CCCN=C(N)N)nn3)CC2)n1	-16%	-19%	-3%	-1	i	-8%	-13%	20%	-2%
CN(C)c1ccc(C(CC(=O)c2ccccc2)C2CCCCC2=O)cc1 (stereo not given)	5%	3%	4%	12	i	1%	-1%	-1%	4%
CCOC(=O)Cc1cc(=O)[nH]c(/N=C(\N)Nc2ccc(C)cc2C)n1	7%	15%	1%	25	i	8%	11%	-17%	0%
O=S(=O)(c1ccc(F)cc1)N(CCO)CC(O)Cn1c2ccccc2c2ccccc21 (stereo not given)	3%	46%	-2%	25	i	?	-9%	-4%	15%
COc1ccc(N2CCN(Cc3nc4c(c(=O)n(C)c(=O)n4C)n3Cc3cccc(C)c3)CC2)cc1	2%	0%	4%	-7	i	8%	0%	-21%	0%
O=C(NCCc1ccccc1)c1sc2ncccc2c1-n1cccc1	-39%[inhibitor]	24%	·	·	·	?	22µM*	-27%	·
CCOc1ccc(C(=O)CC(Sc2ccc(C)cc2)C(=O)O)cc1 (stereo not given)	-12%	19%	0%	-28	i	-14%[7.66 µM]	-37%[inhibitor][9.22 µM]	-25%	?
CC(=O)Nc1ccc(CN(C)c2c(C)nc3ccc(C(=O)NC4CCN(Cc5ccccc5)CC4)cn23)cc1	-9%	3%	-4%	-23	i	-24%	24%	-17%	1%
Cc1cc(C)cc(N(CC(=O)NC2CCCC2)C(=O)CNC(=O)c2ccco2)c1	-2%	5%	5%	7	i	-18%	0%	i	4%
CC(C)(O)c1[nH]c2ccc(C(F)(F)F)cc2c1C(C)(C)O	?	-20%	7%	14	i	?	14µM*	i	4%
O=C(O)c1ccc(N=C2c3ccccc3-c3ccccc32)cc1	-5%	-1%	5%	14	i	3%	-11%	-18%	12%
CCCn1c(=O)n(-c2cc(Cl)c(OC)cc2OC)c(=O)c2c3c(sc21)CN(C(C)=O)CC3	-6%	40%	·	·	·	8%	25%	9%	·
Cc1ccc(S(=O)(=O)NCCc2nnc3ccc(SCc4ccccc4F)nn23)cc1	-15%	-7%	·	·	·	4%	10%	-30%	·
CNC1=C(N(C(C)=O)c2ccc(Br)cc2)C(=O)c2ccccc2C1=O	-91%[inhibitor]	-1%	-16%	-23	i	?	?	-7%	-67%[inhibitor]
Cn1c(SCc2ccccc2)nnc1C1CCCNC1 (stereo not given)	5%	7%	-2%	0	i	-29%	-2%	i	4%
Clc1ccccc1C1Nc2cccc3cccc(c23)N1	-15%	25%	9%	-19	i	35%[activator]	17%	-11%	8%
CCN1CCN(C(=O)Cn2ncc3c4ccccc4n(Cc4ccccc4F)c3c2=O)CC1	2%	-14%	·	·	·	19%	0%[9.22 µM]	i	·
CCCOc1cccn2c(N(C=O)Cc3ccc(OC)cc3)c(CC)nc12	-10%	-11%	-2%	-22	i	-12%	6%	-30%[inhibitor]	0%
Cc1cnc(NC(=O)Cc2c[nH]c3ccccc23)s1	?	28%	26%	-28	i	6%	-2%	-12%	-5%
COc1cc(NC(=O)c2cccc(Cl)c2)c(OC)cc1NC(=O)CN1CCOCC1	9%	22%	26%	36	·	-1%	5%	i	-3%
Cc1cc(C)cc(NC(=O)Cn2c(=O)n(CC(=O)NCCc3ccccc3)c(=O)c3ccccc32)c1	-13%	-18%	-1%	·	·	12%	-10%	-27%	·

Screening results as filed in PubChem.

Some of the compounds tested; count on the stated rates, not on these rows.
